Assay outcomes deposited in PubChem by several laboratories.
Yfh1-depleted yeast: enhancers of respiration in Yfh1-depleted yeast, dose response, Friedreich's ataxia, plus single-dose screen (AID 1465); S. cerevisiae Yfh1-off respiration, WST-1 reduction, 72 h; higher fold induction means a stronger effect; fold induction at 50 µM, or EC50 in µM where a hit was titrated; actives 0.074% (n = 220,000);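 active means fold induction of absorbance versus untreated yeast above a set limit, then at least 30% activation at any dose in follow-up; inconclusive means repeats straddling the limit, or above it without dose testing; inactive means fold induction below the set limit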;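 further: activators that raise dye reduction in frataxin-depleted yeast; strong numbers were not always called active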
WT yeast gro inh: growth inhibition of WT yeast, mitochondrial fusion screen. mitochondrial fusion phenotypic screen, WT strain. inhibition, % at 10 µM. actives 2.1% (n = 190,000). AID 1362; in the data active means inhibition above about 58%; tested in S. cerevisiae
West Nile virus CPE: inhibition of WNV-induced cytopathic effect – cell-based, CPE readout (AID 1621). West Nile virus-infected cells, CPE inhibition; higher % means a stronger effect. CPE inhibition, % at 10 µM, or IC50 in µM where a hit was titrated. actives 0.02% (n = 290,000); in the data active means a potency from the dose series; inconclusive means CPE inhibition mostly from about 3.7% at the one dose, without a potency; inactive means the rest, 99 in 100 with CPE inhibition below about 2.2%; further: strong numbers were not always called active
XIAP antagonists: small molecules displacing peptide from XIAP – biochemical, IAP family, fluorescence polarization (AID 1018) | actives 0.007% (n = 200,000) | XIAP BIR domain, fluorescence polarization peptide displacement; higher % means a stronger effect | one-dose displacement, % at 20 µM; IC50 in µM for titrated hits; in the data active means displacement above about 50%; further: a part of the inactive calls stands beside numbers as strong as those of hits
Large T inhibition: SV40 large T antigen inhibitors, biochemical (AID 1903); SV40 large T antigen ATPase/helicase inhibition assay; higher % means a stronger effect; inhibition, % at 20 µM; hits with a dose series show IC50 in µM; actives 0.39% (n = 310,000); in the data active means a potency from the dose series; inconclusive means inhibition mostly from about 32% at the one dose, without a potency; inactive means the rest, 99 in 100 with inhibition below about 32%; further: strong numbers were not always called active
NS5 inhibitors: Dengue-2 NS5 methyltransferase inhibitors, primary screen, biochemical, confirmation dose response (AID 588689). Dengue-2 NS5 methyltransferase capping enzyme assay, biochemical; higher % means a stronger effect. inhibition, % at 25 µM; hits with a dose series show IC50 in µM. actives 0.3% (n = 340,000); in the data active means a potency from the dose series; inconclusive means inhibition above about 29% without an active follow-up result
K1F lysis inhibition: inhibition of K1F phage lysis, E. coli UTI89, bacterial capsule biogenesis inhibitors, alamar blue (AID 488966); actives 0.02% (n = 340,000); E. coli UTI89 K1F phage lysis, alamar blue, 2 h; higher % means a stronger effect; inhibition, % at 100 µM; hits with a dose series show IC50 in µM;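 active means phage lysis inhibition, versus mean bacterial control, above a set limit; inconclusive means no clear call, values can overlap the other calls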;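 further: capsule biogenesis inhibitors block K1F phage lysis so surviving cells raise fluorescence; higher fluorescence means more inhibition of phage lysis; actives were called in the ten point dose series up to 300 µM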
CSM14.1 death rescue: rescue of cells from ER stress-induced death, primary screen, 384-well, CSM14.1, thapsigargin, ATP luminescence (AID 1222) | 190,000 tested, under 10 active | CSM14.1 thapsigargin-induced death rescue, ATP luminescence; higher % means a stronger effect | one-dose cellular ATP content (survival), % at 20 µM; EC50 in µM for titrated hits;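 active means EC50 below 50 µM in the dose-response confirmation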;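 further: death triggered by thapsigargin at about 15 µM added after 2 h compound pretreatment; cell ATP read after overnight thapsigargin exposure of roughly 18 to 22 hours; normalized against plate controls of thapsigargin alone and 5% DMSO vehicle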
RSV CPE inhibition: RSV antiviral activity via CPE protection, HEp-2 cells, primary 10 µM value included (AID 2391); HEp-2 cells, RSV-induced CPE inhibition; higher % means a stronger effect; CPE inhibition, % at 10 µM, or IC50 in µM where a hit was titrated; actives 0.13% (n = 310,000); in the data active means a potency from the dose series; inconclusive means CPE inhibition mostly from about 23% at the one dose, without a potency; inactive means the rest, 99 in 100 with CPE inhibition below about 21%; further: strong numbers were not always called active
WT yeast gro inh mutant strain: also measured in WT yeast gro inh; calls as there; inhibition, %; mitochondrial fusion phenotypic screen, mutant strain inhibition
NS5 inhibitors pilot replicate: also measured in NS5 inhibitors; calls as there; inhibition, %; measured here: pilot screen replicate inhibition
The depositor's hits bear a star; i = inactive; ? = inconclusive; / = no result given; [ ] = dose if it differs, or a comment.

SMILES | Yfh1-depleted yeast | WT yeast gro inh | WT yeast gro inh mutant strain | West Nile virus CPE | XIAP antagonists | Large T inhibition | NS5 inhibitors | K1F lysis inhibition | CSM14.1 death rescue | RSV CPE inhibition | others
COC(=O)Cn1c(=O)c2c(n(Cc3ccccc3)c1=O)N/C(=C/c1ccc(OC)cc1)C2=O | i | / | / | 0.6% | / | 23% | -5% | 0.9% | / | 0.9%
CCc1c(C#N)c(N)nc(SCC(=O)OCc2ccccc2)c1C#N | i | -3 | 0 | -0.5% | -2.0% | 2% | -3% | 0.4% | -0.1% | 2.1% | NS5 inhibitors pilot replicate=-0.6
CN1/C(=C\C(=O)C(F)F)C(C)(C)c2ccccc21 | i | 11 | 18 | ? | -8.1% | 9% | 6% | 1.4% | 0.4% | 0.8%
COc1cccc(/C=N/NC(=O)CCC(=O)Nc2ccc(Br)cc2)c1 | / | / | / | -0.3% | / | -1% | -4% | 0.0% | / | 1.1%
O=C(Cn1c(SCC(=O)NC2CCCC2)nnc1-c1ccncc1)Nc1ccc2c(c1)OCO2 | i | -3 | -2 | 0.1% | 3.2% | 1% | -6% | 0.8% | -1.2% | -0.4%
C=C1CC[C@H](O)C/C1=C/C=C1\CCC[C@]2(C)[C@@H]([C@H](C)/C=C/[C@H](C)C(C)C)CC[C@@H]12 | / | / | / | / | / | 13% | -3% | -2.3% | / | 12%
Cc1ccc(S(=O)(=O)Nc2ccccc2CNC2CCCCC2)cc1 | i | 7 | 6 | -1.0% | -3.3% | 4% | -8% | -0.2% | -2.2% | -2.7%
Fc1ccccc1-n1[nH]nnc1=S | i | 0 | -27 | 1.0% | -7.8% | -3% | 10% | -0.6% | -0.9% | 2.6%
CCCc1cc(=O)[nH]c(SCC(=O)c2ccc(S(=O)(=O)N3CCCC3)cc2)n1 | i | 5 | 14 | -0.4% | -4.6% | 4% | 10% | -0.4% | -0.7% | 2.2%
COC(=O)CN(c1cc([N+](=O)[O-])ccc1OC)S(C)(=O)=O | i | 7 | 3 | 0.5% | 0.1% | 6% | -2% | -1.1% | -0.4% | -0.6%
CCN(CC)CCCN(Cc1cc2cc(OC)ccc2[nH]c1=O)C(=O)Nc1ccc(F)cc1 | / | / | / | / | -5.3% | 33% | 3% | 0.3% | -0.8% | -2.6%
CC(=O)O[C@@H]1[C@H]2[C@@H](C[C@@H](C)[C@@H]3C=CC(=O)[C@@]13C)OC(=O)[C@@H]2C | i | / | / | 0.0% | / | 12% | -2% | 0.1% | / | 5.1%
COC(=O)c1ccc(NC(=O)Nc2ccc([N+](=O)[O-])cc2)cc1 | / | / | / | -0.2% | / | 10% | -3% | 0.5% | / | 13%
O=C(Nc1ccc(F)cc1)c1cccc(N2C(=O)C3C4C=CC(C4)C3C2=O)c1 (stereo unspecified) | / | / | / | -0.4% | / | 18% | -9% | 1.8%[50 µM] | / | 3.7%
COc1ccc(NS(=O)(=O)c2cccc(C(=O)N/N=C/c3ccc4c(c3)OCCO4)c2)cc1 | i | 2 | 0 | 1.4% | -4.3% | 13% | -3% | 0.2% | 0.2% | 0.7%
CCN(CC(=O)Nc1ccc(OC)cc1)C(=O)COc1cccc2c1OC(C)(C)C2 | / | / | / | / | / | 14% | -4% | -2.2% | / | -1.4%
COc1ccccc1N1CCN(C(=O)c2c(-c3ccccc3)noc2C)CC1 | i | 6 | -2 | 0.8% | -2.6% | 12% | 2% | 0.1% | -0.8% | 0.1%
Cc1ccc(OCCNC(=O)c2ccccc2SCC(=O)N2CCCC2)cc1 | / | / | / | / | / | 10% | -6% | -0.8% | / | 1.6%
Cc1cc(=O)oc2cc(OCC(=O)OCC(=O)N(C)C3CCS(=O)(=O)C3)ccc12 (stereo unspecified) | i | / | / | -0.1% | / | 0% | -9% | 0.0% | / | 0.5%
O=C(COc1ccc(Cl)cc1)NCCSc1ccccc1 | i | 32 | 32 | 1.5% | -4.0% | 8% | 3% | -0.2% | -0.4% | -0.6%
Cc1cccc(CCNS(=O)(=O)c2ccc(S(=O)(=O)N3CCCCC3)cc2)c1 | i | 15 | -52 | -0.6% | -5.2% | 15% | -8% | 3.4% | 0.8% | -1.3%
CSc1cccc(CN2CCC(CCC(=O)NC3CC3)CC2)c1 | / | / | / | 0.2% | / | 6% | / | -0.9% | / | 0.1%
COc1ccc(N(C(=O)Cc2cccs2)C(C(=O)NC2CCCC2)c2ccncc2)cc1 (stereo unspecified) | / | / | / | -1.1% | / | 9% | -13% | 0.2% | / | 1.9%
COc1cc(/C=C2\S/C(=N/S(=O)(=O)c3ccc(C)cc3)NC2=O)c([N+](=O)[O-])cc1OC | i | -1 | 2 | -0.3% | -4.8% | 41µM* | ? | -0.4% | 0.1% | 6.3%
Nc1nnc(CCCCCCCCCCc2nnc(N)s2)s1 | i | -12 | 9 | -1.1% | -6.4% | 10% | 0% | 0.1% | -0.8% | 6.8%
(cont.)
SMILES | Yfh1-depleted yeast | WT yeast gro inh | WT yeast gro inh mutant strain | West Nile virus CPE | XIAP antagonists | Large T inhibition | NS5 inhibitors | K1F lysis inhibition | CSM14.1 death rescue | RSV CPE inhibition | others
COc1cccc(CNC(=O)CCCn2nc(C)c3c(C)n(-c4ccc(C)cc4)nc3c2=O)c1OC | / | / | / | -0.3% | / | 9% | -6% | 0.1% | / | ?
Cc1noc(C)c1CSCC(=O)Nc1cc(S(=O)(=O)N2CCOCC2)ccc1OC(C)C | / | / | / | / | / | 11% | 1% | 0.3%[50 µM] | / | 0.2%
Cc1cc(C)c(S(=O)(=O)c2ccccc2)c(N(C)C)n1 | i | -16 | -13 | 0.1% | -8.5% | 4% | -3% | 2.1% | -0.7% | 0.8%
CN1CCN(c2ccc(S(=O)(=O)N3CCOCC3)cc2NC(=O)COc2ccc(F)cc2Cl)CC1 | / | / | / | 0.1% | / | 11% | -1% | 0.0% | / | 0.4%
CCCCn1nc(C(=O)N[C@@H](CCSC)c2nc3ccccc3[nH]2)c2ccccc2c1=O | i | 17 | 5 | -0.2% | -1.9% | 6% | -6% | 1.4% | -0.3% | 2.5%
O=C(O)c1cccc(S(=O)(=O)Nc2ccc3c(c2)CCC3)c1 | / | / | / | 0.2% | / | 12% | -10% | 11% | / | 1.5%
COC(=O)c1n[nH]n(-c2cc(Cl)cc(Cl)c2)c1=O | i | / | / | 0.1% | / | 3% | -6% | 0.9% | / | 2.5%
COc1ccc(NC(=O)CCOc2ccccc2)c(OC)c1 | i | -2 | -10 | 0.0% | 0.1% | -1% | -6% | 0.3% | -2.1% | 3.6%
CCOC(=O)/C(=C\c1ccc(Cl)cc1)c1nc2sc(C)c(C)c2c(=O)[nH]1 | i | 50 | 76 | -0.2% | -13% | 14% | -28% | 1.5% | 1.4% | -1.8%
C=CCNC(=O)c1onc(CSc2ccc(Cl)cc2)c1C(=O)O | i | -2 | 5 | 0.1% | 1.7% | 4% | -2% | 0.5% | 5.4% | 0.5%
Cn1ncc2c(Nc3ccccc3Cl)nc(Cl)nc21 | i | / | / | -1.0% | / | 7% | -3% | 0.0% | / | 9.6%
O=C(NCc1cccc(C(F)(F)F)c1)c1cccc(S(=O)(=O)N2CCN(Cc3ccccc3)CC2)c1 | / | / | / | -0.5% | / | 2% | -4% | 0.8%[50 µM] | / | 11%
CCOC(=O)c1ccc(NC(=S)N2CCSC2c2ccc(Br)cc2)cc1 (stereo unspecified) | i | 51 | 25 | -0.9% | -9.0% | 9% | 0% | 1.3%[50 µM] | -3.0% | 11µM*
CCC(=O)Nc1ccc(S(=O)(=O)N2CCc3ccccc3C2)cc1 | i | 16 | 3 | 0.1% | -3.9% | 16% | -1% | -0.7% | 0.1% | 2.4%
COc1ccc(NC(=O)NC2(C(=O)N3CCN(C)CC3)CCCCC2)cc1 | / | / | / | -0.4% | / | 4% | -5% | 0.2% | / | 1.5%
CCOC(=O)C1CCCCN1Cc1ccc(F)c(Br)c1 (stereo unspecified) | i | -14 | -3 | 0.8% | -4.3% | 3% | 0% | -0.1% | -1.4% | -0.4% | NS5 inhibitors pilot replicate=-1.5
CC(C)NC(=O)CCS(=O)(=O)c1ccc(Br)s1 | i | -11 | 8 | -0.3% | -2.2% | -1% | -4% | 0.1% | -0.2% | 1.1%
O=C(Cc1cccc2ccccc12)NN1C(=O)/C(=C\c2cccnc2)SC1=S | i | / | / | 0.0% | / | 6% | -6% | 0.2% | / | 2.7%
COc1cccc(N2CCN(C(=S)Nc3ccccc3)CC2)c1 | / | / | / | 0.3% | / | 3% | -2% | -0.1% | / | 11%
CCCCC(CCC(=O)Nc1ccn(-c2ccccc2)n1)C(=O)O (stereo unspecified) | i | / | / | 0.4% | / | 6% | -6% | 1.1%[50 µM] | / | 0.1%
COc1ccc(S(=O)(=O)NCC2CCC(C(=O)O)CC2)cc1 (stereo unspecified) | / | / | / | -0.2% | / | 9% | 7% | 0.1% | / | 1.4%
O=C(COc1ccc(S(=O)(=O)N2CCCCC2)cc1)NCc1ccccn1 | i | 15 | 3 | 0.2% | -1.6% | 5% | -4% | 1.2% | -1.0% | 0.2%
O=C(NCCc1nc2ccccc2[nH]1)C1CCC(=O)N(CCc2cccc(F)c2)C1 (stereo unspecified) | / | / | / | -0.7% | / | 1% | -4% | 0.1% | / | 2.5%
COC(=O)c1ccccc1NC(=O)Oc1ccc(F)cc1 | i | 7 | -2 | -0.2% | -3.5% | 6% | 5% | 1.1% | -2.6% | -0.1%
O=C(COc1ncnc2ccc(Br)cc12)Nc1ccc(N2CCOCC2)cc1 | i | 8 | -18 | -0.5% | -4.6% | 24% | 1% | -0.3% | 2.8% | 1.5%
(next part)
SMILES | Yfh1-depleted yeast | WT yeast gro inh | WT yeast gro inh mutant strain | West Nile virus CPE | XIAP antagonists | Large T inhibition | NS5 inhibitors | K1F lysis inhibition | CSM14.1 death rescue | RSV CPE inhibition | others
OCCNc1ncnc2c1sc1nc(N3CCOCC3)c3c(c12)CCC3 | i | -4 | 3 | 1.3% | -7.6% | 11% | -5% | -0.9% | -0.6% | -0.7%
Cc1ccc(C)c(C(=O)CN2C(=O)NC3(CCC(C)CC3)C2=O)c1 (stereo unspecified) | i | -26 | -11 | -0.2% | -7.1% | 2% | -3% | 2.5%[50 µM] | -1.6% | 1.8%
CCCCCC(=O)Nc1ccc(C2C(=O)c3ccccc3C2=O)cc1 | / | / | / | 0.9% | / | 32% | -1% | 6.4% | / | 2.2%
C/C(CC(=O)Nc1ccccn1)=N\NC(=O)c1cccc(C)c1 | i | -10 | 8 | 0.2% | -1.5% | 11% | -3% | -1.6% | -0.6% | 0.3%
COc1ccc(C[C@@H]2CN3C(=NC[C@@H]3C)N2CCNC(=O)c2ccc(C)c(Br)c2)cc1 | i | 1 | -3 | -1.4% | -3.7% | 6% | -7% | 3.8% | -1.7% | -1.2%
COC(=O)c1ccc(Nc2nc(C)cc(=O)[nH]2)cc1 | i | 14 | 2 | 0.0% | 5.6% | 10% | -11% | -1.3% | -2.6% | 4.7%

This is a random part of the collection; any-hit rate near 2.2%.
